# CD11b adhes inh: inhibitors of CD11b/CD18 adhesion to fibrinogen, primary screen, K562 cells, luminescence; Integrin beta-2 (Homo sapiens) + Integrin alpha-M (Homo sapiens), P05107+P11215; ATPlite luminescence; Mn2+ added to activate the integrin; inhibition, % at 10 µM; hit rate 0.54% among 93,000; AID 1497, 2009;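 active = primary inhibition of 50% or more at 10 µM, then 40% or more on retest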; note: some results filed as inactive read as strong as hits
# ERa coact pot: enhancers of ERα–SRC-1 coactivator binding, primary screen, biochemical, TR-FRET, ERα LBD, low estradiol | AID 639, 2007 | TR-FRET ERalpha-LBD/SRC-Cy5 coactivator binding, 2 h; 100 = basal binding, no effect | hit rate 1.3% among 86,000 | coactivator binding (% of control), % at 25.6 µM; in the data active = activity above about 200%;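 note: binding measured in presence of low estradiol as agonist stimulus; 0% = peptide alone without receptor and 100% = receptor with peptide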
# Target sequence (P03372 whole entry, looked up, the tested form may be a part): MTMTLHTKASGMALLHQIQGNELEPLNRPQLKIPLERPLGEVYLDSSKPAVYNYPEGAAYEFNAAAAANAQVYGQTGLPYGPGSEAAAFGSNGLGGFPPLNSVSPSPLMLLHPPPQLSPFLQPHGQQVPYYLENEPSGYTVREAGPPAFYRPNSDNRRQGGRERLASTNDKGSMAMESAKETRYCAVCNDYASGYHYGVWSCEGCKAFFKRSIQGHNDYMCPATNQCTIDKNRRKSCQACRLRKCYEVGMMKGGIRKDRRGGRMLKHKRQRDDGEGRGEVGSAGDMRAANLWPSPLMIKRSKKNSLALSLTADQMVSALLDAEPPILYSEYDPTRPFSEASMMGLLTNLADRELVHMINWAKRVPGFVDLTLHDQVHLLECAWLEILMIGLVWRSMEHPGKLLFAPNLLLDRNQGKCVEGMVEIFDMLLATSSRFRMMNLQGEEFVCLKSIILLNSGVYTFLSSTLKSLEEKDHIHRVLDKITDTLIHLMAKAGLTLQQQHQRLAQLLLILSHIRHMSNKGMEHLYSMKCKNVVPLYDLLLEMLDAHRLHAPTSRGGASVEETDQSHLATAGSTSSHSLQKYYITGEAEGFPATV
# CD11b adhes enh: enhancers of CD11b/CD18 adhesion to fibrinogen, primary screen, K562 cells, luminescence; ATPlite luminescence; activation, % at 10 µM; Integrin beta-2 (Homo sapiens) + Integrin alpha-M (Homo sapiens), P05107+P11215; hit rate 0.07% among 93,000;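 active = 10 µM primary screen giving 50% or more activity, confirmed by 40% or more on retest at that dose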; note: strong numbers were not always called active
# PLK1 kinase inh: human PLK1 kinase inhibitors, primary screen, biochemical, TR-FRET | Serine/threonine-protein kinase PLK1 (Homo sapiens), P53350 | recombinant PLK1 kinase, TR-FRET peptide phosphorylation | inhibition, % at 10 µM | hit rate 0.53% among 97,000;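 active = inhibition of 50% or more in the single-concentration screen; inactive = inhibition below 50%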;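 note: 0% = DMSO max control and 100% = H-89 dihydrochloride min control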
# ERb coact inh: inhibitors of ERβ-SRC1 coactivator interaction, primary screen, biochemical, TR-FRET, ERβ LBD, SRC-1 peptide. Estrogen receptor beta (Homo sapiens), Q92731. TR-FRET ER-beta LBD / SRC1-Cy5 peptide binding; receptor agonist-loaded with 1 µM estradiol. inhibition, % at 25.6 µM. hit rate 1.3% among 86,000. AID 633, 2007;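 active = compounds whose percent inhibition of the receptor-coactivator binding signal exceeds about 50% in the single-dose screen, limit read from the data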;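 note: 0% = receptor plus peptide wells without compound and 100% = peptide-only wells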
# Plk1 PBD FP: Plk1 polo box domain binding inhibitors, primary screen, biochemical, fluorescence polarization. Serine/threonine-protein kinase PLK1 (Homo sapiens), P53350. Plk1 PBD phosphopeptide binding. inhibition, %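 (tested at about 20 µM)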. hit rate 0.13% among 97,000. AID 693, 2007; in the data active = inhibition above about 34%, passing the limit was not always enough
# ERa SRC1 inh: ERα–SRC-1 coactivator interaction inhibitors, primary screen, biochemical, TR-FRET, ERα LBD, estradiol-bound. TR-FRET ER-alpha LBD / SRC-1 peptide. hit rate 1.7% among 86,000. inhibition, % at 25.6 µM. Estrogen receptor (Homo sapiens), P03372. AID 629, 2007; in the data active = inhibition above about 50%;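 note: 0% = receptor plus peptide control and 100% = peptide only without receptor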
# Rev-RRE block: HIV-1 Rev-RRE binding inhibitors, primary screen, biochemical, FRET, protein-RNA interaction. P05866. Rev peptide-RRE RNA binding. inhibition, % at 8 µM. hit rate 0.79% among 97,000. AID 704, 2007;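 active = inhibition above the screen-wide mean plus 3 SD, cut at about 35% in these data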;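 note: 0% = median DMSO wells and 100% = median Neomycin B control wells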
#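 assay system = Cy5-tagged RRE RNA duplex with fluorescein-tagged Rev peptide | incubation = 5 + 15 min at 25 °C | also added = labelled Rev peptide | measure = % inhibition of FRET ratio versus controls | benchmarks = DMSO wells as 0% and neomycin B wells as 100% inhibition | measured by = FRET fluorescence readout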
# FAK inh: FAK kinase inhibitors, primary screen, biochemical; hit rate 0.84% among 97,000; biochemical FAK kinase activity assay; Focal adhesion kinase 1 (Homo sapiens), Q05397; inhibition, %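 (tested at 7 µM)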; in the data active = inhibition above about 19%;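 note: 0% = DMSO and 100% = reference compound high control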
# Numbers without * were called inactive; [ ] = dose if it differs, or a comment.
SMILES,CD11b adhes inh,ERa coact pot,CD11b adhes enh,PLK1 kinase inh,ERb coact inh,Plk1 PBD FP,ERa SRC1 inh,Rev-RRE block,FAK inh
CCN(CC)CCOC(=O)C1(c2ccccc2)CCCC1,-49,95,1,2,-8,-10,-1[fluorescence artefact?],3,-2
CCOc1ccc(NC(=O)Cn2cc(C(=O)c3ccco3)c3ccccc32)cc1,-5,120[fluorescence artefact?],-5,-12,2,18,12,8,1
O=C(NCCc1c[nH]c2ccccc12)c1cccnc1,-5,97,0,2,-9,8,-10,13,-1
O=C(CCN1CCC(c2ccccc2)C1)c1ccc2c(c1)OCCO2 (stereo unspecified),14,103,-1,-2,2,11,-1,8,-2
CN1CCN(CCC(=O)N2c3ccccc3Sc3ccc(C(F)(F)F)cc32)CC1,3,100[fluorescence artefact?],2,-6,3,-18,-5,10,1

# Arranged by number of heavy atoms (falling): three of the compounds above
SMILES,CD11b adhes inh,ERa coact pot,CD11b adhes enh,PLK1 kinase inh,ERb coact inh,Plk1 PBD FP,ERa SRC1 inh,Rev-RRE block,FAK inh
CCOc1ccc(NC(=O)Cn2cc(C(=O)c3ccco3)c3ccccc32)cc1,-5,120[fluorescence artefact?],-5,-12,2,18,12,8,1
O=C(CCN1CCC(c2ccccc2)C1)c1ccc2c(c1)OCCO2 (stereo unspecified),14,103,-1,-2,2,11,-1,8,-2
CCN(CC)CCOC(=O)C1(c2ccccc2)CCCC1,-49,95,1,2,-8,-10,-1[fluorescence artefact?],3,-2

# 2 entries picked at random from the list so far:
SMILES,CD11b adhes inh,ERa coact pot,CD11b adhes enh,PLK1 kinase inh,ERb coact inh,Plk1 PBD FP,ERa SRC1 inh,Rev-RRE block,FAK inh
CCOc1ccc(NC(=O)Cn2cc(C(=O)c3ccco3)c3ccccc32)cc1,-5,120[fluorescence artefact?],-5,-12,2,18,12,8,1
O=C(CCN1CCC(c2ccccc2)C1)c1ccc2c(c1)OCCO2 (stereo unspecified),14,103,-1,-2,2,11,-1,8,-2

# Assay outcomes from PubChem.

# This is a subset; count on the stated rates, not on these rows.
